# Compound activity: PubChem BioAssay, National Center for Advancing Translational Sciences (NCATS)
# USP1-UAF1 inh – Inhibitors of USP1/UAF1: Primary Screen; Potency, µM (top dose mostly 57.1 µM), inactives show at the highest dose activity change, negative = inhibition, most hits filed as inhibitors; 390,000 tested, 0.23% active; recombinant USP1/UAF1, Ub-Rhodamine cleavage fluorescence; AID 743255, 2014; note: potency is the fitted concentration of half-maximal effect; % is set by controls: 0 for no effect and ±100 for the full control effect; nearly all actives have a fitted effect of over 60% in size; inactives centre near -12
#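 High-throughput fluorogenic screen: 1nM USP1/UAF1 complex, Ub-Rho substrate 150nM final, 50mM HEPES pH 7.8 with 0.5mM EDTA, 0.1 mg/ml BSA, 1mM TCEP and 0.01% Tween-20.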
# Vif-APOBEC3F blk – qHTS for Inhibitors of Vif-A3F Interactions: qHTS | HeLa A3F-eYFP + Vif (tagged APOBEC3F with the HIV-1 protein that degrades it), YFP fluorescence increase | Potency, µM (top dose mostly 46.1 µM), for the others: top-dose activity, negative = active | 390,000 tested, 0.2% active; note: potency is the fitted concentration of half-maximal effect; % of control where 0% means no effect; nearly all actives have a fitted effect of over 65% in size
#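 HeLa cells stably expressing A3F-eYFP plus Vif, plated and incubated overnight at 37 deg C, then exposed to compounds overnight at 37 deg C. Blocked degradation read as raised yellow fluorescence (Ex 488/Em 500-530).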
# Vif-A3G inh – qHTS for Inhibitors of Vif-A3G Interactions: qHTS; HeLa A3G-eYFP + Vif (tagged APOBEC3G with the HIV-1 protein that degrades it), YFP fluorescence, overnight; Potency, µM (series often up to 46.1 µM), without a hit: at the highest dose activity, negative = active, hits mostly inhibitors; 410,000 tested, 0.076% active;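 note: potency is the fitted concentration of half-maximal effect; % is set by controls: 0 for no effect and ±100 for the full control effect; nearly all actives have a fitted effect of over 60% in size; hits raise eYFP signal because A3G escapes Vif-driven loss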
# Target sequence (Q9HC16 whole entry, looked up): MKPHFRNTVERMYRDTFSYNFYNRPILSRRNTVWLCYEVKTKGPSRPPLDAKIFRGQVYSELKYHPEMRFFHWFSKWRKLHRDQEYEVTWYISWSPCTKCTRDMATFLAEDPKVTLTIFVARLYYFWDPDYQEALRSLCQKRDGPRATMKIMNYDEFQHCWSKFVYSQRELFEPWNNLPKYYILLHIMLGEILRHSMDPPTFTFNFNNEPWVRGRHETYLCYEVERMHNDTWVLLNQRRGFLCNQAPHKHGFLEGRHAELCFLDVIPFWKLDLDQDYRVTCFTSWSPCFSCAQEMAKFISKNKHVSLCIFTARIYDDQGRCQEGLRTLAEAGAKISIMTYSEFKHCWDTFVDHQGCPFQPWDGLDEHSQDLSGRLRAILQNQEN
#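 HeLa cells stably expressing Vif and C-terminally eYFP-tagged A3G, seeded overnight at 37 deg C, then exposed to compound by pintool overnight at 37 deg C. Rise in yellow fluorescence (Ex 488/Em 500-530, Acumen) marks blocked Vif-driven A3G degradation.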
# TrxR1 substrate – qHTS Assay for Substrates of Mammalian Selenoprotein Thioredoxin Reductase 1 (TrxR1): qHTS; Thioredoxin reductase 1, cytoplasmic (Rattus norvegicus), O89049; purified TrxR1 substrate turnover, NADPH consumption readout; Potency, µM (series often up to 114 µM), without a hit: at the highest dose activity change, negative = substrate turnover; 390,000 tested, 0.01% active; AID 588456, 2011; note: potency is the fitted concentration of half-maximal effect; % is set by controls: 0 for no effect and ±100 for the full control effect; nearly all actives have a fitted effect of over 50% in size
#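 Rat TrxR1, dispensed at 90 nM, was prereduced with 400 uM NADPH (final) for 5 min at ~22 deg C, then incubated with compound 15 min before 400 uM selenite. A first-read NADPH fluorescence drop versus no-compound background flagged substrates.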
# LDHA inh – qHTS assay for inhibitors of human lactate dehydrogenase; 480,000 tested, 0.15% active; AID 1347041, 2019; activity change, % (values are at about 110 or 230 µM); purified LDHA, NADH/diaphorase-resazurin fluorescence; hits give low values; in the data active = activity change below about -30%; inconclusive = mostly about -25% to -30%;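 note: plate controls were DMSO wells for no effect and wells without enzyme for full effect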
#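 Human LDH5 (2 nM) was incubated with 0.06 mM NADH and 0.2 mM pyruvate for 5 min at room temperature in Tris pH 7.4. Remaining NADH was coupled through diaphorase/resazurin, and resorufin fluorescence was read at 0 and 20 min.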
# Glioma ERSR ind – qHTS for Inducers of the Endoplasmic Reticulum Stress Response (ERSR) in Human Glioma: qHTS; U87-MG GRP78 promoter luciferase reporter, 16 h; Potency, µM, for inactives: top-dose activation, actives largely listed as activators; 420,000 tested, 0.02% active; note: potency is the fitted concentration of half-maximal effect; series mostly up to about 76 µM; % of control where 0% means no effect; nearly all actives have a fitted effect of over 35% in size
#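 Stably transfected U87-MG glioma cells carrying a GRP78-based luciferase sensor; 16 h compound incubation. Luminescence end-point read 10 min after Bright-Glo addition at room temperature.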
# rTrxR1 inhibitor – qHTS Assay for Inhibitors of Mammalian Selenoprotein Thioredoxin Reductase 1 (TrxR1): qHTS; Thioredoxin reductase 1, cytoplasmic (Rattus norvegicus), O89049; recombinant rTrxR1, NADPH fluorescence consumption, selenite substrate; Potency, µM (top dose mostly 114 µM), for the others: at the highest dose activity change, negative = inhibition, hits mostly inhibitors; 390,000 tested, 1% active; note: potency is the fitted concentration of half-maximal effect; % is set by controls: 0 for no effect and ±100 for the full control effect; nearly all actives have a fitted effect of over 65% in size
#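 Rat TrxR1 (90 nM in the dispensed reagent) was pre-reduced with 400 uM NADPH for 5 min at room temperature, then incubated with compound for 15 min. After 400 uM selenite was added, NADPH fluorescence (Ex 340/Em 450 nm) was followed for 8 min.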
# mIDH1 inhibitor – qHTS for Inhibitors of mutant isocitrate dehydrogenase 1 (IDH1): qHTS. Isocitrate dehydrogenase [NADP] cytoplasmic (Homo sapiens), O75874. IDH1-R132H enzyme, NADPH consumption, diaphorase/resazurin fluorescence. Potency, µM (doses to about 76.6 µM), inactives show top-dose activity change, negative = inhibition, most hits filed as inhibitors. 390,000 tested, 0.093% active; note: potency is the fitted concentration of half-maximal effect; % is set by controls: 0 for no effect and ±100 for the full control effect; nearly all actives have a fitted effect of over 65% in size
# Target sequence (O75874 whole entry R132H, stated change not applied): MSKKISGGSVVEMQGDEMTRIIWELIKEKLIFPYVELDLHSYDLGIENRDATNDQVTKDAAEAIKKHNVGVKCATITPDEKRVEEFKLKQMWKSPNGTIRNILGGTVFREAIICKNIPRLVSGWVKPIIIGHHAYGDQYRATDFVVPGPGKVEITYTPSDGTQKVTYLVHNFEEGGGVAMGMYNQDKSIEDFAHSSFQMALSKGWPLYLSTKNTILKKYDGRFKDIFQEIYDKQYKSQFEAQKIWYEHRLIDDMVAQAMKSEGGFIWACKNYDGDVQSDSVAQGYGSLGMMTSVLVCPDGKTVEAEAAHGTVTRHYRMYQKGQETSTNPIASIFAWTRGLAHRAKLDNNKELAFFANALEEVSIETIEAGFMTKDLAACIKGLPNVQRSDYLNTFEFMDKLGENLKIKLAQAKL
#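 IDH1-R132H (0.5 ug/mL) preincubated 30 min with compound, then NADPH (0.016 mM) and alpha-KG (2 mM) added; 80 min at RT, pH 7.5. Remaining NADPH coupled via diaphorase/resazurin to fluorescence (540/590 nm); concentration-response curves normalized to no-enzyme control.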
# RGS4 inh – Inhibitors of Regulator of G Protein Signaling (RGS) 4: qHTS; Regulator of G-protein signaling 4 (Homo sapiens), P49798; Transcreener GDP fluorescence polarization, RGS4-accelerated GTP hydrolysis; Potency, µM (titrated, usually from 114 µM), without a hit: top-dose activity change, negative = inhibition, hits mostly inhibitors; 390,000 tested, 0.039% active; note: potency is the fitted concentration of half-maximal effect; % is set by controls: 0 for no effect and ±100 for the full control effect; nearly all actives have a fitted effect of over 75% in size; some results filed as inactive show a strong effect at the top dose
# Target sequence (P49798 whole entry, looked up): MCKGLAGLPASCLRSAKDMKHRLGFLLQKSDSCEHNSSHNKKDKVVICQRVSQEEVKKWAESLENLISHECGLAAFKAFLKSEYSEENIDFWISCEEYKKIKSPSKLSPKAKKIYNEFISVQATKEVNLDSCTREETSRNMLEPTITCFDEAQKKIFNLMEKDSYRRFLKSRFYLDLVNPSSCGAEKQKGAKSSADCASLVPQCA
#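 MLSMR compounds (23 nl, pin-transferred) preincubated 10 min at room temperature with a 500nM (2x) first reagent, then RGS4 at 900nM (2x) plus Transcreener GDP mix added; fluorescence polarization (620/688 nm) read before and after 90 min at 30 °C.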
# Numbers without * were called inactive; ? = inconclusive; nt = not tested or not shown; & = joins results of further samples; [ ] = remark or other dose. Unless noted, calls come from the whole dose curve; as a rule, active = well fitted curve in the direction sought with a large enough effect; inconclusive = small, poorly fitted or top-dose-only effect, or another doubt; inactive = no such curve, though single readings can be large; an effect the other way counts as inactive or inconclusive. The list is partial; the hit share may differ from the screen's.
# Each structure is followed by: USP1-UAF1 inh	Vif-APOBEC3F blk	Vif-A3G inh	TrxR1 substrate	LDHA inh	Glioma ERSR ind	rTrxR1 inhibitor	mIDH1 inhibitor	RGS4 inh
- CCOCCCNC(=O)/C(C#N)=C/c1ccc(Cl)c([N+](=O)[O-])c1
  -6%	0%	-29%	5%[57.1 µM]	3	-16%	?	-1%	-35%
- CC(=O)c1cccc(NC(=O)c2cnccn2)c1
  -20%	-1%	0%	3%	-1	-2%	20%	-4%	8%
- COc1ccc(-c2cc(C(=O)N/N=C/c3cccnc3)c3cc(C)cc(C)c3n2)cc1
  0%	-24%	?	118%[activator]	-3	2%	16%	-4%	0%
- Cc1ccc(F)c(NC(=O)c2cncn2-c2ccccc2)c1
  -18%	6%	1%	7%	-3&7	-3%	18%	2%	10%
- COc1ccc(C)cc1-n1c(N)c(C#N)c(C#N)c1-c1ccc(OC)c(OC)c1OC
  -5%	-6%	-6%	8%	0	7%	21%	-9%	-16%
- O=S(=O)(NC1CCCCC1)c1ccc(F)c2ccccc12
  3%	-15%	1%	-4%	-4	-3%	6%	0%	5%
- CCN(CC(=O)NCc1ccc(F)cc1)C(=O)COc1ccccc1[N+](=O)[O-]
  -6%	-3%	0%	4%	-2	-6%	7%	-12%	-12%
- COC(=O)C(Cc1cnc(Cl)s1)(C(=O)OC)c1ccc(C(F)(F)F)cc1[N+](=O)[O-]
  -22%	2%	1%	-9%	3	-2%	5%	4%	-28%
- CCOc1ncccc1C(=O)NCCN1C(=O)S/C(=C/c2cccs2)C1=O
  -3%	-2%	-14%	-7%	-2	2%	0%	0%	13%
- CCCc1[nH]nc2c1C(c1cn[nH]c1-c1ccc(F)cc1)C(C#N)=C(N)O2 (stereo not drawn)
  -17%	-12%	-18%	-1%	21	?	-17%	6%	-33%
- O=C1CN(Cc2ccccc2)CC(=O)N1
  -23%	12%	3%	4%	-1	0%	-4%	0%	-22%
- Cc1ccc(CNC(=O)CNC(=O)c2ccc(Br)o2)cc1
  -17%	-1%	-1%	2%	-1	-6%	16%	-4%	7%
- Cc1ccc(Nc2ccc([N+](=O)[O-])ccc2=O)cc1
  41%[activator]	?	0%	-16%[57.1 µM]	1	1%	21%[57.1 µM]	9%	-35%
- COc1ccc(S(=O)(=O)N2CCC(C(N)=O)(N3CCCCC3)CC2)cc1OC
  -10%	-5%	-1%	9%[0.0914 µM]	-6	-4%	13%[57.1 µM]	-3%	-15%
- COc1ccc(C(=O)NNC(=O)c2ccc(F)c(S(=O)(=O)N3CCOCC3)c2)cc1
  ?	9%	2%	-6%[57.1 µM]	-2	-5%	8%[57.1 µM]	6%	-17%
- CCOc1ccc(NC(=O)Cc2ccc(-n3c(C)nc4cccnc43)cc2)cc1
  7%	6%	0%	6%	-1	-2%	8%	-1%	-14%
- CN1CCN(C(=O)C[C@H]2C[C@H]3c4cc(NC(=O)NC5CCCCC5)ccc4O[C@H]3[C@@H](CO)O2)CC1
  -5%	-2%	-2%	nt	-13	1%	nt	-5%	nt
- CCCCCC(=O)NCC(C)NC(=O)CCCCC (stereo not drawn)
  -6%	-3%	0%	-5%	-2	-5%	0%	3%	12%
- Cn1c(=O)[nH]c(=O)c2c1nc(CN1CCN(c3ccc(F)cc3)CC1)n2CCc1ccccc1
  ?	5%	-11%	10%	-4	-4%	18%	2%	-24%
- COc1ccccc1CN(C)CC(=O)Nc1cccc2ccccc12
  ?	5%	-4%	-2%	-1	-5%	-1%	3%	23%
- COc1cc(Cl)ccc1OCc1cc(C(=O)NC(C)Cc2cccnc2)no1 (stereo not drawn)
  2%	-16%	1%	-9%	-8	3%	-17%	4%	23%
- COc1cc2c(c(OC)c1)C(c1cc(OC)c(OC)c(OC)c1)CC(=O)N2 (stereo not drawn)
  -6%	1%	2%	-1%	-3	0%	5%	0%	-5%
- CCc1ccccc1NC(=O)[C@@H]1CCC(=O)N1C1OC(=O)c2ccccc21 (stereo partly drawn)
  -7%	5%	0%	6%	-16	-3%	8%	-5%	-8%
- Cc1nn(-c2ccccc2)c(N2CCCC2)c1/C=N/NC(=S)Nc1ccccc1C(F)(F)F
  -15%	5%	0%	0%	-4	-4%	-7%	-2%	17%
- COc1ccc(NC(=O)c2c(C)nn(-c3ccccc3)c2Cl)cc1
  ?	0%	-1%	-6%[57.1 µM]	0	6%	-4%[57.1 µM]	6%	-16%
- CCCCOc1ccc(CC(=O)NCC(=O)O)cc1
  -10%	-9%	1%	-3%	-6	-3%	2%	3%	-9%
- CCOc1ccccc1N(CC(=O)NCCSc1ccccn1)S(=O)(=O)c1ccc(C)cc1
  -12%	-15%	0%	2%	-1	1%	13%	6%	-24%
- CCCCn1nnc(NC(=O)c2ccc([N+](=O)[O-])cc2Cl)n1
  -16%	0%	3%	-1%	-1	3%	-4%	7%	-5%[11.4 µM]
- O=C(COc1cc(Cl)c(Cl)cc1Cl)N1CCN(c2ccccn2)CC1
  -17%	14%	-3%	6%[57.1 µM]	-2	-5%	9%[57.1 µM]	-3%	4%
- Cc1cc(C)n(S(=O)(=O)c2ccc(C)c(C)c2C)n1
  -26%	-1%	-2%	8%[57.1 µM]	-7	-4%	11%[57.1 µM]	-1%	9%[11.4 µM]

# Additional entries follow:
# Each structure is followed by: USP1-UAF1 inh	Vif-APOBEC3F blk	Vif-A3G inh	TrxR1 substrate	LDHA inh	Glioma ERSR ind	rTrxR1 inhibitor	mIDH1 inhibitor	RGS4 inh
- COc1ccc(NC(=O)c2ccc3c(SCC(=O)O)c4c(nc3c2)CCCC4)c(OC)c1
  ?	-1%&1%	-3%&3%	-10%&2%	-4&4	-2%&-1%	-1%&10%	-5%&5%	0%&-53%
- CCn1cc(C(=O)NP(=O)(Nc2ccc(C)cc2)Nc2ccc(C)cc2)c2ccccc21
  -6%	1%	2%	-6%	-8	2%	-18%	-11%	1%
- COC(=O)c1ccccc1OCC(=O)N1CCN(c2ccc(Cl)cc2)CC1
  -8%	2%	-2%	-6%	-14	-4%	5%	3%	14%
- Cc1ccc(O)c(CNc2ccccn2)c1
  -15%	2%	0%	-4%	-3	4%	0%	5%	-10%
- N#Cc1c(N)oc(-c2ccccc2)c1-c1ccccc1
  -12%	-14%	-4%	-7%	1	-7%	-19%	4%	-17%
- Cc1c(C)c2ccc(O[C@@H]3O[C@H](CO)[C@@H](O)[C@H](O)[C@H]3O)c(C)c2oc1=O
  -16%	13%	6%	66%	0	-3%	12%[57.1 µM]	4%	-6%
- CCC(NC(=O)c1cccc(Cn2cc([N+](=O)[O-])cn2)c1)c1ccc(C(C)C)cc1 (stereo not drawn)
  -6%	-5%	-1%	-9%	-7	-3%	36%[activator]	4%	17%
- Cc1cc(C)cc(Nc2nc3ccccc3n3cnnc23)c1
  -6%	1%	3%	25%	0	-2%	-4%	-21%	-1%
- O=[N+]([O-])c1ccccc1S(=O)(=O)Nc1cccc(S(=O)(=O)N2CCCC2)c1
  -19%	-4%	-10%	2%	1	-3%	-8%	0%	-30%
- Nc1nc(N)c(N)c(=O)[nH]1
  nt	nt	1%	22%	nt	-4%	12%	nt	nt
- CCn1c(SCc2nc3scc(-c4ccccc4)c3c(=O)[nH]2)nnc1-c1cccs1
  ?	-21%	-14%	-8%	1	-7%	-11%	20%	-26%
- O=C(O)c1ccc2c(c1)C(=O)N(c1ccccc1-c1ccccc1)C2=O
  -9%	11%	5%	-1%	-2	-4%	21%	-6%	2%
- O=C(CNC(=O)c1cccc(F)c1)N/N=C/c1cccs1
  -15%	11%	-1%	-7%	-8	-4%	8%	-1%	21%
- O=c1c2c(nc3nc(COc4ccccc4)[nH]n13)CCC2
  -10%	0%	1%	5%[57.1 µM]	-5	-3%	7%[57.1 µM]	16%	4%
- Cc1noc(C)c1-c1nnc(-c2ccc(OC(F)(F)F)cc2)o1
  -2%	5%	2%	10%	-5	-2%	11%[57.1 µM]	15%	14%
- CC(=O)Nc1ccc(NC(=O)Cn2cc3c(n2)CCCC3)cc1
  -1%	-9%	-1%	-12%	-6	-2%	-10%	-1%	15%
- Cc1nc2c3ccccc3nc(NNC(=O)CCC(=O)NC(C)C)n2n1
  -24%	7%	-2%	5%	0	-2%	13%	7%	-5%
- O=S(=O)(NCc1ccccc1)c1cccc(S(=O)(=O)N2CCOCC2)c1
  -10%	0%	-2%	-6%	-3	-3%	0%	6%	25%
- NC(=O)CC(NC(=O)Cc1ccc(Br)cc1)c1ccc(NC2CCCCCCC2)c([N+](=O)[O-])c1 (stereo not drawn)
  -21%	?	-15%	7%[57.1 µM]	-2	-4%	12%[57.1 µM]	0%	-6%
